Pol eta inh = DNA polymerase eta (human) inhibition; Q9Y253; recombinant Pol eta, fluorescent DNA replication assay; Potency, µM (top dose mostly 114 µM), inactives show at the top dose activity change, negative = inhibition, hits mostly inhibitors; hit rate 1.2% among 390,000; further: on the % scale 0 is the no-effect control and ±100 the full control effect
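Pol eta (10 nM) was preincubated with compounds for 15 min at room temperature, after which fluorescent replication substrate (50 nM final) was added to start the reaction. Fluorescence was read kinetically at 0 and 10 min.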
G9a inh = inhibitors of human histone lysine methyltransferase G9a | G9a H3K9 monomethylation, AlphaScreen, 2 h | Potency, µM (highest dose often 102 µM), for the others: at the highest dose activity, negative = inhibition, actives largely listed as inhibitors | hit rate 8.8% among 350,000 | AID 504332; further: on the % scale 0 is the no-effect control and ±100 the full control effect; nearly all actives have a fitted effect of over 75% in size
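AlphaScreen read-out: biotin-H3K9 peptide (500 nM) methylation by 20 nM enzyme with 20 uM SAM, 2 h at room temperature after 15 min compound preincubation; anti-monomethyl H3K9 antibody plus donor/acceptor beads, 10 min dark.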
BLM inh = Bloom syndrome helicase (human) inhibition. Potency, µM (doses to about 56.1 µM), inactives show top-dose activity change, negative = inhibition, usual class: inhibitors. hit rate 0.2% among 350,000. recombinant BLM DNA unwinding, fluorescence dequenching;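 further: plate controls were vehicle for no effect and no enzyme for full effect; nearly all actives have a fitted effect of over 35% in size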
JMJD2A Tudor = blocks the human JMJD2A Tudor domain; hit rate 4.4% among 390,000; AlphaScreen JMJD2A-Tudor / H3K4me3 peptide binding; Potency, µM (titrated, usually from 114 µM), for the others: top-dose activity change, negative = inhibition, hits mostly inhibitors; AID 504339; O75164; further: on the % scale 0 is the no-effect control and ±100 the full control effect; nearly all actives have a fitted effect of over 50% in size
Pol iota inh = DNA polymerase iota (human) inhibition; Pol iota fluorescent replication assay, 10 min; Potency, µM (series often up to 115 µM), for the others: at the highest dose activity, negative = inhibition, most hits filed as inhibitors; hit rate 1% among 390,000; AID 588590
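Fluorescent replication assay read twice, at 0 min and 10 min after adding 50 nM (final) substrate. Enzyme (10 nM) and compounds were first incubated 15 min at room temperature; enzyme-free buffer wells were negative controls.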
POLB inh = inhibitors of human DNA polymerase beta | Pol beta primer extension/strand displacement, fluorescence kinetic | Potency, µM (series often up to 114 µM), for inactives: at the highest dose activity change, negative = inhibition, hits mostly inhibitors | hit rate 1.3% among 340,000; further: on the % scale 0 is the no-effect control and ±100 the full control effect
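Curves were derived by four-parameter Hill fits of normalized qHTS data. The kinetic fluorescent primer-extension read was taken at 0 and 10 min after 50 nM substrate, following a 15 min room-temperature preincubation of 10 nM enzyme with compounds.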
APE1 inh = APE1 (human) endonuclease inhibition; recombinant APE1, TAMRA/BHQ-2 abasic DNA cleavage fluorescence; Potency, µM (series often up to 65.8 µM), for the others: at the top dose activity change, negative = inhibition, actives largely listed as inhibitors; P27695; hit rate 0.35% among 350,000;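 further: plate controls were vehicle for no effect and reference inhibitor for full effect; nearly all actives have a fitted effect of over 55% in size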
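Compound pre-exposure to 0.75 nM APE1, 15 min at ambient temperature. Reaction initiated with 50 nM TAMRA/BHQ-2 THF substrate, read immediately in kinetic mode, 525 nm excitation, 598 nm emission.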
POLK inh = inhibitors of human DNA polymerase kappa. Q9UBT6. purified Pol kappa, fluorescent DNA synthesis assay, 10 min. Potency, µM (titrated, usually from 107 µM), inactives show at the top dose activity, negative = inhibition, usual class: inhibitors. hit rate 0.53% among 400,000. AID 588579; further: on the % scale 0 is the no-effect control and ±100 the full control effect
Target sequence (Q9UBT6 whole entry, looked up): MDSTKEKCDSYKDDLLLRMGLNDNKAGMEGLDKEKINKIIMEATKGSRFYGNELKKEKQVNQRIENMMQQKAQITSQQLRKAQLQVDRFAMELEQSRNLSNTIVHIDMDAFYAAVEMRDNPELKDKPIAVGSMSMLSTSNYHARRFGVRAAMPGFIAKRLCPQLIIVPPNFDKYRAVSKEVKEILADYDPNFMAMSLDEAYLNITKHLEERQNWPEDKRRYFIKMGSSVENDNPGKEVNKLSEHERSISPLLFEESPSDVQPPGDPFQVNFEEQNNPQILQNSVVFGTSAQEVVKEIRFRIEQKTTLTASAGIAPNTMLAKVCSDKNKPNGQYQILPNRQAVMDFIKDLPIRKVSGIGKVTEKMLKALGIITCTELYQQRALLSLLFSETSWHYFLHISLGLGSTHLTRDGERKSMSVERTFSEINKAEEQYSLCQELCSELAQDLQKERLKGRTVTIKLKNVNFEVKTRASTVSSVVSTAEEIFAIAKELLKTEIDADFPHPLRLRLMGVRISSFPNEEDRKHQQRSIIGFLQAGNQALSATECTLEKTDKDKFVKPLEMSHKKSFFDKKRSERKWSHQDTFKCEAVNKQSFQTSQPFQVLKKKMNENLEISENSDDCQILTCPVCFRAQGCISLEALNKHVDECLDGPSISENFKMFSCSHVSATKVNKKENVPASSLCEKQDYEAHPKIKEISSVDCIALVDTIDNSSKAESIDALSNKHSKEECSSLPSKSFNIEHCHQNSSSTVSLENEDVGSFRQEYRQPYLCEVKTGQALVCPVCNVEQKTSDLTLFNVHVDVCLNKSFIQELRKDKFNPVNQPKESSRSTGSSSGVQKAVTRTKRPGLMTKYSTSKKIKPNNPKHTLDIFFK
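Readout: fluorescence, taken kinetically at 0 and 10 min. Conditions: 10 nM Pol kappa, 15 min RT compound preincubation, 50 nM substrate final. Controls: enzyme-free buffer wells.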
BAZ2B inh = inhibitors of human BAZ2B bromodomain. Potency, µM (titrated, usually from 114 µM), for the others: at the highest dose activity change, negative = inhibition, actives largely listed as inhibitors. Q9UIF8. AID 504333. AlphaScreen BAZ2B-H3K14Ac peptide displacement. hit rate 4.4% among 360,000; further: on the % scale 0 is the no-effect control and ±100 the full control effect; nearly all actives have a fitted effect of over 60% in size
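AlphaScreen displacement: compounds (up to 110uM) incubated 30 min at room temperature with a preformed 50 nM BAZ2B/50 nM biotinylated H3K14Ac peptide complex in PBS pH 7.4 with Tween-20. Donor and acceptor beads at 10 ug/mL final added, 20 min light-protected before reading.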
The depositor's hits bear a star; ? = inconclusive; . = not tested or not shown; [ ] = dose if it differs, or a comment. The call rests on the fitted dose curve; in most records, active means well fitted curve in the direction sought with a large enough effect; inconclusive means small, poorly fitted or top-dose-only effect, or another doubt; inactive means no such curve, though single readings can be large; an effect the other way counts as inactive or inconclusive. Potency means the concentration at half of the fitted maximal effect.

SMILES	Pol eta inh	G9a inh	BLM inh	JMJD2A Tudor	Pol iota inh	POLB inh	APE1 inh	POLK inh	BAZ2B inh
Cc1onc(-c2ccccc2Cl)c1C(=O)NCc1cccs1	-3%	?	0%	-1%	4%	1%	4%	-9%	5%
CN(Cc1c(F)cccc1Cl)C(=O)C1=CC=CN2CCS(=O)(=O)N=C12	-16%	.	.	-7%	32%[activator]	.	4%	-8%	.
CC(C)NC(=O)C1CCN(C2CCN(Cc3cn[nH]c3-c3ccccc3)CC2)CC1	-19%	-37%	-2%	-8%	30%	0%	3%	-2%	3%
O=c1[nH]c(=O)n(Cc2ccco2)c2c1C(C(F)(F)F)(C(F)(F)F)N=C(CCc1ccccc1)N2	-8%	.	0%	-4%	5%	1%	0%	-7%	-17%
COc1ccc(-c2csc(NC(=O)C3CCN(c4ncnc5sc(C)c(C)c45)CC3)n2)cc1OC	-9%	?	.	-18%	-2%	.	2%	-9%	-2%
CCc1ccc2c(CN3CCN(Cc4ccccc4)CC3)cc(=O)oc2c1	-10%	71µM*	-2%	-30%	2%	20%	19%	1%	-19%
Cc1ccc(S(=O)(=O)NC(=O)Nc2ccccc2)cc1	-9%	.	-1%	11%	67%[activator]	9%	21%	-7%	8%
O=CN(Cc1nc2ccccc2[nH]1)c1ccc(C(=O)O)cc1	-18%	.	.	-20%	38%[activator]	.	.	-18%	.
COc1ccc(OCc2ccc(/C=N\NC(=O)c3sccc3C)o2)cc1	-11%	40µM*	-5%	-21%	27%	13%	26%	5%	-22%
O=C(O)C1=C[C@H](c2csc3ccccc23)C[C@H](OCCCCO)O1	7%	.	5%	-6%	-11%	-5%	-2%	5%	-19%
CC(C)n1cnc2c(NCc3ccc(S(N)(=O)=O)cc3)nc(NCc3ccc(S(N)(=O)=O)cc3)nc21	-9%	-5%[12.7 µM]	-8%	-17%	23%	8%	-11%	3%	1%
Cc1nnc(C)n1/N=C/c1cccn1C	-15%	-6%[59 µM]	-2%	-34%[11.4 µM]	2%	-2%	-2%	-9%	-2%
Cc1ccc(N2CC(C(=O)Nc3ccc(S(=O)(=O)Nc4nccs4)cc3)CC2=O)cc1 (stereo not given)	-8%	?	-2%	-6%	-29%	-18%	?	-8%	-2%
COc1ccc(C(=O)Nc2ccc(C)cn2)cc1S(=O)(=O)N1CCCc2ccccc21	-6%	?	.	-30%	10%	.	6%	-11%	-4%
O=C(NCCCN1CCOCC1)C(=O)N/N=C/c1ccccc1	-11%	-1%[59 µM]	2%	-12%	-10%	14%	7%	-7%[60.1 µM]	-2%
Clc1ccccc1/C=C/C=N/Nc1nc(N2CCOCC2)nc(N2CCOCC2)n1	-17%	-3%	-9%	-14%	100%[activator]	?	-3%	-2%	-33%
Nc1nonc1C(=O)N/N=C\c1cc2c(cc1Cl)OCO2	-12%	15%	-8%	-12%	?	-14%	-1%	3%	-11%
CCN(CC)C(=O)CSc1ncnc2sc(-c3ccccc3)cc12	-1%	40%[activator]	1%	17%	16%	-2%	-3%	-7%	4%
C=CCn1c(SCC(=O)Nc2ccccc2)nc2scc(-c3cccs3)c2c1=O	0%	3%[59 µM]	-7%	-23%	?	15%	-1%	-20%	-6%
CC(=O)Nc1ccc(S(=O)(=O)NCC(=O)OCC(=O)N2CC(C)OC(C)C2)cc1 (stereo not given)	-2%	.	.	13%	1%	.	3%	5%	.
COc1ccc(C(=O)NCc2ccc3c(c2)OCO3)c(OC)c1	-16%	.	-4%	?	108%[activator]	5%	-10%	-8%	-3%
O=Cc1c(Cl)nc2ccccn2c1=O	7%	-47%	-6%	-5%	37%[activator]	13%	2%	-20%	0%
O=C(Cc1ccc(Cl)cc1)Nc1cccc(-c2nnc(-c3ccco3)o2)c1	4%	1%	-10%	-4%	?	?	3%	-41%	-2%
COc1ccc(OC)c(C(=O)Nc2c(O)ccc3ccccc23)c1	-7%	.	.	-27%	-17%[58.9 µM]	.	.	-14%	.
c1ccc(CN=C2NN=C(c3cc4ccccc4o3)CS2)cc1	-7%	?	2%	1%	-14%	23%	-12%	-14%	?
c1ccc(N2CCN(c3nnc(Cc4cccnc4)c4ccccc34)CC2)nc1	-9%	17%[12.7 µM]	1%	-22%	-4%	3%	-4%	-4%	-28%
CN(C(=O)CSc1nc2ccc(Br)cc2c(=O)n1Cc1ccco1)C1CCS(=O)(=O)C1 (stereo not given)	-14%	.	-8%	-26%	6%	-1%	5%	-11%	-4%
CC1=C(C)C(OCCCl)N(c2cc(O)c(Cl)cc2F)C1=O (stereo not given)	15%	.	-5%	-3%[11.4 µM]	41%[activator]	-11%	9%	1%	-3%
CN1CCN(C(=O)c2cc(COc3ccccc3)on2)[C@@H](c2ccccc2)C1	-12%	.	-4%	-6%	-5%	44%	2%	4%	-11%
Cc1ccc(NCc2ccc(C)s2)cc1	.	.	-5%	.	.	-1%	-11%	.	28%
CCOC(=O)C1=C(COC(=O)CNC(=O)c2cccc(C)c2)NC(=O)NC1C (stereo not given)	-10%	?	.	-1%	29%	.	28%	-1%	-5%
CC1SCC(=O)N(CC(=O)Nc2ccc3c(c2)OCO3)C1=O (stereo not given)	-14%	?	2%	-11%	7%	6%	-1%	-1%	12%
O=C(CSc1ncnc2ccccc12)Nc1ccc2c(c1)OCO2	6%	?	-1%	-21%	-8%	?	2%	1%	3%
CCCCc1ccc(NC(=S)Nc2cccnc2)cc1	-20%	-2%[59 µM]	-2%	-23%	6%	4%	6%	-10%	-6%
Cc1ccc(NC(=O)OCc2cn(-c3ccc(Cl)cc3)nn2)cc1	-3%	.	-2%	-6%	11%	-2%	0%	-10%	0%
CCCCn1c2nc3ccccc3nc2c2c(=O)n(CC(C)C)cnc21	2%	.	.	-5%[11.4 µM]	7%	.	.	-19%	.
CNc1nc(Cl)c(SC)c(NCc2ccc(F)cc2)n1	-21%	3%	-6%	7%	30%	1%	15%	-6%	2%
CCOc1ccc(C(=O)N2CCc3cc(OC)c(OC)cc3C2)cc1OCC	-12%	-8%[59 µM]	-8%	-1%	32%[activator]	9%	-3%	-20%	-30%
CCNc1nc(CC)nc2c1oc1ccccc12	0%	-46%[59 µM]	-12%	-19%	?	0%	-9%	-1%	?
CCC1CN(C(=O)N2CCC(C(=O)NCCN(CC)CC)CC2)c2ccccc2O1 (stereo not given)	-10%	-49%[59 µM]	-13%	?	15%	17%	.	-11%	?

As a working copy, part of the list above:
SMILES	Pol eta inh	G9a inh	BLM inh	JMJD2A Tudor	Pol iota inh	POLB inh	APE1 inh	POLK inh	BAZ2B inh
CNc1nc(Cl)c(SC)c(NCc2ccc(F)cc2)n1	-21%	3%	-6%	7%	30%	1%	15%	-6%	2%
CCOc1ccc(C(=O)N2CCc3cc(OC)c(OC)cc3C2)cc1OCC	-12%	-8%[59 µM]	-8%	-1%	32%[activator]	9%	-3%	-20%	-30%
CCNc1nc(CC)nc2c1oc1ccccc12	0%	-46%[59 µM]	-12%	-19%	?	0%	-9%	-1%	?
CCC1CN(C(=O)N2CCC(C(=O)NCCN(CC)CC)CC2)c2ccccc2O1 (stereo not given)	-10%	-49%[59 µM]	-13%	?	15%	17%	.	-11%	?

Additional compounds follow:
SMILES	Pol eta inh	G9a inh	BLM inh	JMJD2A Tudor	Pol iota inh	POLB inh	APE1 inh	POLK inh	BAZ2B inh
Cc1ccc(C)c(/C=C/C(=O)c2ccccc(=O)c2O)c1	?	45µM*	-13%	?	?	?	-9%	-6%	56µM*
CCCCn1c(N)c(N(CCOC)C(=O)CSc2nnc(-c3ccc(C(C)(C)C)cc3)n2N)c(=O)[nH]c1=O	-19%	-37%	.	-6%	44%[activator]	.	27%	-2%	-30%
OCCN1CCN(C(=S)NCCc2ccccc2)CC1	-14%	-1%[59 µM]	-1%	0%[11.4 µM]	5%	-20%	-2%	-6%	-2%
CSC1=NC(C)(C)C=C(/C=C/c2c(Cl)cccc2Cl)N1	-2%	40µM*	-5%	-14%	70%[activator]	-6%	-6%	-7%	-30%
Cc1onc(NC(=O)NC(=O)c2c(F)cccc2Cl)c1Br	-10%	11%[12.7 µM]	-3%	-12%	15%	31%	-6%	10%	-6%
CN(C1CCCCC1)S(=O)(=O)c1cccc(C#N)c1	-3%	-44%	-5%	-20%	79%[activator]	8%	-3%	-15%	-3%
CNS(=O)(=O)c1ccc(CCC(=O)N2CCN(c3ccccc3OC)CC2)cc1	-7%	.	-2%	-14%	22%	-5%	13%	-3%	27%
Cc1nc(N2CCN(C)CC2)c2sc(=S)n(C)c2n1	-3%	-3%	4%	-4%	15%	18%	-2%	-9%	5%
O=C(O)Cc1coc(-c2ccc(F)cc2)n1	-7%	23%	-1%	-8%	-4%	5%	2%	-1%	-1%
Cc1cc(C)c2nc(NNC(=O)c3cc(=O)c4ccccc4o3)sc2c1	-15%	8.9µM*	-9%	56µM*	?	18%	-9%	-14%	32µM*
COc1ccc(CCNC(=O)c2ccc(NS(=O)(=O)c3ccc4[nH]c(=O)[nH]c4c3)cc2)cc1OC	-5%	9%	0%	-12%	28%	9%	8%	-15%	-24%
CCOCCCNC(=O)C(c1ccc(Cl)cc1)N(Cc1cccs1)C(=O)CNC(C)=O (stereo not given)	-6%	27%	2%	-9%	19%	3%	3%	-14%	8%
COCCn1nnnc1C(c1cccc(OC)c1OC)N1CCN(C2CCCCC2)CC1 (stereo not given)	-3%	6%[59 µM]	1%	-2%	10%	-13%	4%	-10%	-4%
CC(NC(=O)Cc1ccc(S(=O)(=O)N2CCCCC2)cc1)c1ccccc1 (stereo not given)	-26%	?	.	-20%	21%	.	-8%	-1%	15%
O=C(c1ccc(F)cc1)c1ccc(CN2C(=O)c3ccccc3C2=O)o1	-20%	-48%[59 µM]	-11%	-5%	70%[activator]	?	-6%	1%	-34%
CCCN(CCC)CC(O)Cn1cc(/C=C/C(=O)c2ccc(OC)cc2)c2ccccc21 (stereo not given)	.	-45%[59 µM]	1%	45µM*	-14%	5%	.	-13%	?
COc1cccc(CN2CCN(C(=O)c3ccco3)CC2)c1OC	-4%	.	.	5.6µM*	28%	.	.	-6%	.
Cc1ccc(NC(=O)C2CCN(C(=O)c3ccc(Cl)cc3)CC2)nc1	-7%	-21%	.	-10%	-5%	.	-7%	-12%	-14%

These rows are one share of the data; count on the stated rates, not on these rows.
